Screens: PubChem, Broad Institute
Xi reactivation – activators of inactive X chromosome reactivation, primary screen, imaging, XiGFP fibroblasts, GFP high-content imaging, set 2; XiGFP mouse fibroblasts, % GFP-positive cells imaging, 3 d; cells co-treated with 5-aza-dC sensitizer; scaled so ellipticine positive control = 100%; activation, % at 7.58 µM; 360,000 tested, 0.055% active;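 active means mean normalized replicate activation at least 10% and every replicate at or above 10%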;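 further: 0% = median of on-plate neutral control wells and 100% = ellipticine 6 µM median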
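System: XiGFP fibroblasts, SV40-immortalized. Medium: DMEM plus 5-aza-dC sensitizer. Doses: single point. Timing: 3 d treatment, 15 min room-temperature fixation. Control set: ellipticine 6 µM.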
C2C12 statin – suppressors of statin myotoxicity in C2C12 myotubes, primary screen, cell-based, single point, plate reader; 330,000 tested, 0.78% active; rescue of ATP level, % at 7.49 µM; C2C12 myotubes + simvastatin, ATP luminescence, 48 h; scaled: DMSO 0, geranylgeraniol control 100;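 active means mean ATP rescue above about 67%, or every replicate alone reaching that limit, limit read from the data, passing the limit was not always enough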;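 further: myotubes were challenged with 10 µM simvastatin during compound exposure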
S100A4 MyoIIA – inhibitors of S100A4-myosin IIA peptide binding, primary screen, biochemical, fluorescence polarization, TAMRA-MyoIIA peptide | Protein S100-A4 (Homo sapiens), P26447 | inhibition, % at 10.7 µM | 360,000 tested, 0.14% active;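 active means mean inhibition of at least 70% across replicates, with every replicate also reaching that level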
Target sequence (P26447 whole entry, looked up): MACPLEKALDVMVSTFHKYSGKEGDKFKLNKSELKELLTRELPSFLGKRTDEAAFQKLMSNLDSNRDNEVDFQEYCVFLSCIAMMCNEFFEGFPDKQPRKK
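Material: human S100A4 monomer with TAMRA-labelled myosin IIA peptide; buffer or medium: HEPES pH 7.2 with CaCl2, KCl, NaCl, DTT, Triton; compound dosing: one concentration per compound; schedule: 5 min incubation before reading; benchmarks: neutral control DMSO, positive control TFP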
Cneo AK release – Cryptococcus neoformans cell lysis inducers, primary screen, AK release luminescence, single concentration; C. neoformans lysis, adenylate kinase release luminescence, 4 h; normalised: neutral wells 0, clomiphene wells 100; lysis activity, % at 15 µM; 360,000 tested, 0.2% active; AID 651654, 2012;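 active means mean lysis activity across replicates of at least 80%, whatever share of replicates individually reach that level; inactive means mean lysis activity below 80%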
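Material – log-phase Cryptococcus neoformans yeast cells · Input – 5 × 10^6 yeast cells/mL · Medium – fresh YPD growth medium · Doses – single compound concentration per well · Timing – static 4 h at 37 °C with compound, 1 h detection · Detection – adenylate kinase release luminescence · Read-out – signal increase indicating cell lysis · Control set – Clomiphene as positive lysis control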
PGC1a acetyl inh – inhibitors of PGC1a acetylation signal, primary screen, cell-based, U2OS, AlphaScreen, inhibitor mode; AlphaScreen anti-acetyl-lysine; with virally co-expressed GCN5 acetyltransferase; inhibition, % at 15.6 µM; 350,000 tested, 0.17% active;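 active means every replicate shows inhibition of at least 40%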;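 further: 0% = neutral control wells and 100% = positive control wells; some results beyond the cut were filed as inactive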
ERAP1 inh – human ERAP1 aminopeptidase inhibitors, primary screen, biochemical, single point, plate reader | inhibition, % at 10.7 µM | Endoplasmic reticulum aminopeptidase 1 (Homo sapiens), Q9NZ08 | recombinant ERAP1, Leu-AMC fluorescence, 60 min | 340,000 tested, 0.15% active;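 active means mean replicate inhibition of at least 30%, or all replicates individually reaching that 30% level; inactive means mean below 30% and not every replicate reaching it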;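 further: 0% = neutral control wells and 100% = L-leucinethiol positive control wells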
LGR2 antag – inhibitors of bursicon-induced LGR2 CRE-luciferase signal, primary screen, cell-based, HEK293, CRE-luciferase reporter, bursicon stimulation; Drosophila bursicon receptor LGR2 (rickets); bursicon-stimulated, 4 h; inhibition, % at 9.99 µM; 380,000 tested, 0.35% active;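 active means drop in luminescence signal, shown as inhibition above about 50% in the replicate tests, limit read from the data, passing the limit was not always enough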;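 further: agonist challenge used bursicon conditioned medium at about half maximal strength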
SIRT5 inh – SIRT5 desuccinylase inhibitors, primary screen, biochemical, fluorescence imaging, single point, set 5; AID 652115, 2013; NAD-dependent protein deacylase sirtuin-5, mitochondrial (Homo sapiens), Q9NXA8; Purified SirT5, succinyl-peptide AMC, trypsin-coupled fluorescence; 330,000 tested, 1.1% active; inhibition, % at 15 µM; in the data active means inhibition above about 15%
Target sequence (Q9NXA8 whole entry, looked up): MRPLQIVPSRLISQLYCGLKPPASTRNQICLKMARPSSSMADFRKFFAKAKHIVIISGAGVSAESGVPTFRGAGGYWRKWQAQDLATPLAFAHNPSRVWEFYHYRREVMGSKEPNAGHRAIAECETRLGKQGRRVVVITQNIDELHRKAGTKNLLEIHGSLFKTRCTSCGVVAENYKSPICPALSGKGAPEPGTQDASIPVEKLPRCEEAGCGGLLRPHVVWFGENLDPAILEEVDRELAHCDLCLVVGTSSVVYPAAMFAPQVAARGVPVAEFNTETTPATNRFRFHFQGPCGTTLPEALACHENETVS
* hit, by the source's call; x = no result given; & = joins results of further samples.

SMILES	Xi reactivation	C2C12 statin	S100A4 MyoIIA	Cneo AK release	PGC1a acetyl inh	ERAP1 inh	LGR2 antag	SIRT5 inh
COCC(=O)N(C)C[C@H]1Oc2ncc(C#Cc3ccccc3OC)cc2C(=O)N([C@H](C)CO)C[C@H]1C	-0.3	x	10	-4	1	0	-5	2
Cn1c(C(=O)NC2CCCC2)cc2c(=O)n(C)c3ccccc3c21	0.3	-11	0	0	2	x	29	x
Cc1cccc(OCC(=O)N(C)CC(=O)Nc2cccc(F)c2)c1C	-0.1	-4	-3	-1	-18	-3	-13	-1
Cc1cc(OC(=O)c2cc(C(F)(F)F)cc(C(F)(F)F)c2)c([N+](=O)[O-])c(=O)[nH]1	0.4	-1	3	0	9	-4	-7	-1
C[C@@H]1CN([C@H](C)CO)C(=O)Cc2cc(NC(=O)Nc3ccc(F)cc3)ccc2O[C@@H]1CN(C)C(=O)Nc1ccc(C(F)(F)F)cc1	0.0	-27	x	5	-9	x	5	x
O=C(Nc1ccc(Cl)cc1C(F)(F)F)c1ccccc1Cl	0.0	x	-2	x	x	4	-10	-3
CCCN1[C@@H]2c3ccc(/C=C/c4ccccc4)c(=O)n3C[C@@H]2[C@@H](CO)[C@@H]1C(=O)NCc1ccncn1	0.0	22	x	0	x	x	5	x
O=C(NC1CC1)C1CCN(S(=O)(=O)c2cc([N+](=O)[O-])ccc2Cl)CC1	0.0	4	-11	6	x	0	15	2
O=C(CS(=O)(=O)Cc1ccccc1)Nc1ccc(S(=O)(=O)N2CCOCC2)cc1	-0.2	x	2	2	x	1	-12	-7
Nc1ccc(O)c2c1C(=O)c1ccccc1C2=O	x	-3	17	-3	7	3	x	-1

Sorted by value in ERAP1 inh (rising): some entries from above
mol,S100A4 MyoIIA,PGC1a acetyl inh,ERAP1 inh,LGR2 antag,SIRT5 inh
Cc1cc(OC(=O)c2cc(C(F)(F)F)cc(C(F)(F)F)c2)c([N+](=O)[O-])c(=O)[nH]1,3,9,-4,-7,-1
Cc1cccc(OCC(=O)N(C)CC(=O)Nc2cccc(F)c2)c1C,-3,-18,-3,-13,-1
O=C(NC1CC1)C1CCN(S(=O)(=O)c2cc([N+](=O)[O-])ccc2Cl)CC1,-11,x,0,15,2
O=C(CS(=O)(=O)Cc1ccccc1)Nc1ccc(S(=O)(=O)N2CCOCC2)cc1,2,x,1,-12,-7
Nc1ccc(O)c2c1C(=O)c1ccccc1C2=O,17,7,3,x,-1
O=C(Nc1ccc(Cl)cc1C(F)(F)F)c1ccccc1Cl,-2,x,4,-10,-3

(list continues)
SMILES	Xi reactivation	C2C12 statin	S100A4 MyoIIA	Cneo AK release	PGC1a acetyl inh	ERAP1 inh	LGR2 antag	SIRT5 inh
CNC[C@H]1Oc2c(NC(=O)Nc3ccc(OC)cc3)cccc2C(=O)N([C@H](C)CO)C[C@@H]1C	-0.7	2	-8	39	-12	-2	-9	-1
O=C(NCc1ccncc1)C(=O)N/N=C/c1cccnc1	-0.1	x	-7	x	24	-3	10	-1
Cc1noc(C)c1S(=O)(=O)Nc1ccc2c(c1)CC(=O)N([C@@H](C)CO)C[C@@H](C)[C@H](CN(C)C(=O)NC(C)C)O2	0.1	-42	6	0	7	-1	2	-5
Clc1cc(NC2CCCCC2)ncn1	0.3	1	5	4	-10	-1	5	-7
O=C(COc1ccccc1)Nc1nc2cc3c(cc2s1)OCCO3	0.1	-1	-4	15	x	-5	-24	-3
CCOC(=O)c1cc2sccc2n1CC(=O)C(C)(C)C	0.3	x	-2	x	x	-2	8	x
O=C(CCCOc1ccc(Cl)cc1Cl)Nc1ccccn1	0.0	4	1	-2	-2	2	-21	-1
CCOc1cc(/C=N/Nc2ccc(C(=O)O)cc2)ccc1OC(=O)c1ccccc1C	-0.6	x	-5	x	13	0	-16	26*
CCCc1cc(=O)[nH]c(SCC(=O)NC2CCCc3ccccc32)n1 (stereo not drawn)	0.0	3	-1	x	2	-2	18	-1
C=CC[C@H](CC(=O)N(CCO)Cc1ccccc1)C(=O)N[C@@H](COC(=O)[C@@H](CC=C)CC(=O)OC(C)(C)C)Cc1c[nH]c2ccccc12	0.0	-5	1	-2	-3	0	25	0
C[C@@H]1CN([C@H](C)CO)C(=O)CCCn2nncc2CO[C@H]1CN(C)S(=O)(=O)c1cccs1	1.1	16&-29	5&7	0&1	2&5	-2&-1	15	-2&-1
O=C(CCc1ccccc1Cl)Nc1cccc(S(=O)(=O)N2CCCC2)c1	0.1	-8	-3	-9	-4	-4	0	-1
COc1ccccc1NC(=O)N[C@@H]1CC[C@@H](CCn2cc(-c3ccccc3OC)nn2)O[C@H]1CO	0.0	10	10	0	4	1	22	3
C[C@@H]1CN([C@@H](C)CO)C(=O)c2cc(NS(=O)(=O)c3cccs3)ccc2O[C@H]1CN(C)Cc1ccc(C(=O)Nc2ccccc2N)cc1	-0.1	-16	3	1	2	-2	7	x
CC(C)OCCCNc1ncnc2c1nc1n2CCCC1	0.2	-3	-2	-1	-17	1	-7	7
O=C(NCCS(=O)(=O)N1CCN(c2ccccc2F)CC1)c1ccc(F)c(F)c1	0.2	4	-2	-5	-4	3	-5	-6
Cc1nn(-c2ccccc2)c(Cl)c1C(=O)N1CCN(C)CC1	0.2	3	-3	1	10	-1	6	0
C[C@H](NC(=O)[C@H]1[C@H](CO)[C@H]2Cn3c(cccc3=O)[C@H]2N1CCC(F)(F)F)c1ccccc1	0.1	-3	0	4	-7	-3	3	-2
COc1ccccc1-c1nnc(NC(=O)C(C)SC2=NCCS2)s1 (stereo not drawn)	0.0	8	-1	7	x	1	-24	-1
COc1ccccc1C(=O)NCCN1CCN(c2ccccc2)CC1	0.0	-6	-1	2	x	-4	6	3

Reprinted from the part before: 2 compounds; new compounds follow.
SMILES	Xi reactivation	C2C12 statin	S100A4 MyoIIA	Cneo AK release	PGC1a acetyl inh	ERAP1 inh	LGR2 antag	SIRT5 inh
COc1ccccc1-c1nnc(NC(=O)C(C)SC2=NCCS2)s1 (stereo not drawn)	0.0	8	-1	7	x	1	-24	-1
COc1ccccc1C(=O)NCCN1CCN(c2ccccc2)CC1	0.0	-6	-1	2	x	-4	6	3
CC1CCCN(S(=O)(=O)c2ccc(N(C(=O)c3cnccn3)C(C(=O)NC3CCCCC3)c3cccs3)cc2)C1 (stereo not drawn)	0.1	x	x	4	-9	x	4	x
COc1cc(OC)c2c(-c3ccccc3)cc(=O)oc2c1C(CCN1CCOCC1)c1ccc2c(c1)OCO2 (stereo not drawn)	0.0	-4	6	1	x	x	0	1
COc1ccccc1C(C)NC(=O)c1cc(S(=O)(=O)N2CCCCC2)ccc1C (stereo not drawn)	-0.1	-4	5	1	-15	0	-7	-1
CC(=O)N(C)C[C@@H]1Oc2cc(C#CC3CCCCC3)ccc2S(=O)(=O)N([C@H](C)CO)C[C@@H]1C	-0.8	x	0	-3	-4	1	-29	2
COC(=O)C1=C(C)N(Cc2ccc(Cl)cc2)C(=S)NC1c1ccc(OC)cc1 (stereo not drawn)	0.1	x	2	x	x	3	6	-1
C[C@@H]1CN([C@@H](C)CO)C(=O)c2cc(NC(=O)CCN3CCOCC3)ccc2O[C@H]1CN(C)C	-1.1	-3	-1	-1	3	-1	0	0
COc1ccccc1NC(=O)c1cc(S(=O)(=O)NC2CCCC2)ccc1F	0.2	11	-4	-1	-2	2	23	-8
C[C@H](CO)N1C[C@H](C)[C@@H](CN(C)S(=O)(=O)c2ccc(Cl)cc2)Oc2c(NC(=O)C3CCOCC3)cccc2C1=O	0.2	-2	2	1	2	0	21	-2
CCOc1ccc(NC(=O)NCCCCc2ccccc2)cc1	-0.1	x	-3	0	x	1	9	-1
COc1ccc(N2CCN(C3CCCN(Cc4ccccc4OCCO)C3)CC2)cc1 (stereo not drawn)	0.1	-1	0	-1	3	-1	-2	-1
Cc1noc(C)c1NC(=O)Nc1ccc2c(c1)C(=O)N([C@@H](C)CO)C[C@H](C)[C@H](CN(C)C(=O)Nc1cccc3ccccc13)O2	-0.5	46	22	-1	4	1	6	2
COc1ccc(-c2c(-c3cc(OC)cc(OC)c3)n(C)c3ccc(-c4ccc(S(N)(=O)=O)cc4)cc23)cc1	0.0	7	-2	-2	x	3	-25	x
Cc1ccc(NS(=O)(=O)c2ccc(C)c(C(=O)N3CCOCC3)c2)cc1	0.1	x	-3	1	2	1	1	-2
C=CCn1c(-c2cccnc2Cl)nc2ccccc21	-0.1	x	4	x	x	-3	-1	1
COc1cc(/C=N/NS(=O)(=O)c2ccc(Br)cc2)ccc1O	0.2	31	-4	1	-7	-1	-6	1
CN1CCN(c2nc3c(c(=O)n(C)c(=O)n3C)n2Cc2ccccc2Cl)CC1	0.0	7	-1	-2	x	-2	10	-2
CCOC(=O)c1c(CN2CCCCC2)oc2ccc(OC)cc12	1.9	-1&-7	-4	1&-1	-7&13	-6	-4	0
NS(=O)(=O)c1ccc(C(=O)O)cc1	-0.1	4	0	-1	19	-1	29	-5
Cc1cc(Br)cn2c(Cc3cccc(Cl)c3)c(-c3cccc(Cl)c3)nc12	-0.1	x	-4	x	x	x	0	-1
O=C(CN1CCC(n2nnc3cc(C(F)(F)F)ccc32)CC1)NNC(=O)c1ccco1	0.5	x	3	x	x	-4	-3	0
CN1CCN(C(=O)C[C@H]2CC[C@@H]3[C@H](COC[C@H](O)CN3CC3CCCC3)O2)CC1	0.0	x	-10	x	-8	-3	0	1
O=C(Nc1ccccc1)C1CCN(S(=O)(=O)c2ccc3c(c2)OCCO3)CC1	-0.1	x	-1	x	x	1	6	0
CCCC#Cc1cnc2c(c1)C(=O)N([C@H](C)CO)C[C@@H](C)[C@@H](CN(C)C(=O)Nc1c(C)noc1C)O2	-0.9	1	7	2	-3	6	-10	-2
C=C1c2cccc(C(F)(F)F)c2O[C@H](C(=O)OCC)[C@H]1OC	0.1	2	0	2	-8	x	-21	3
C[C@H]1CN([C@@H](C)CO)C(=O)c2cc(NC(=O)Nc3ccc4c(c3)OCO4)ccc2O[C@@H]1CN(C)C(=O)Nc1ccc(F)cc1	0.8	14	x	3	-3	x	9	x
O=c1oc(Nc2ccc(F)cc2)nc2ccccc12	x	-2	x	-13	6	x	24	x
CO[C@H]1CN(C)C(=O)c2cc(NC(C)=O)ccc2OC[C@H](C)N(Cc2ccccn2)C[C@@H]1C	0.2	2	7	-13	-15	-4	7	-2
CCCOc1ccc(NC(=O)C2CC(=O)N(C)C(=Nc3cccc(OC)c3)S2)cc1 (stereo not drawn)	0.0	20	-1	0	-15	7	4	-5
Cc1noc(C)c1NC(=O)N(C)C[C@H]1Oc2ncc(/C=C/c3ccccc3)cc2C(=O)N([C@H](C)CO)C[C@@H]1C	0.1	1	4	-2	4	-1	11	-10
CC(C)c1ccc(Nc2nnc(SCC(=O)NCC3CCCO3)s2)cc1 (stereo not drawn)	0.1	7	7	-2	4	-1	-33	-5
CCCC(=O)c1ccc(N2CCN(C(=O)c3cccs3)CC2)c(F)c1	0.2	-6	-3	0	2	-1	3	2

An excerpt; rates above refer to the full screens.
